Screening data (PubChem)
GSTO1 inh – GSTO1 inhibition, counter-screen for RBBP9 inhibitors. recombinant GSTO1, activity-based probe fluorescence polarization. P78417. actives 1.1% (n = 300,000). inhibition, % at 5.96 µM;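 active means inhibition above the campaign mean inhibition plus 3 SD, cut at about 35% in these data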;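 further: 0% = GSTO1-1 with DMSO and 100% = wells lacking GSTO1-1 enzyme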
PREPL inh – inhibitors of human prolyl oligopeptidase-like enzyme PREPL; Q4J6C6; recombinant PREPL, fluorescence polarization activity-based probe; inhibition, % at 5.96 µM; actives 0.68% (n = 320,000); in the data active means inhibition above about 43%;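 further: 0% = enzyme with DMSO and 100% = wells lacking enzyme; many of its hits are not listed in these tables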
PME-1 primary – PME-1 (human) inhibition; inhibition, % at 5.9 µM; recombinant PME-1, FP-Rh probe fluorescence polarization; AID 2130; actives 0.53% (n = 320,000);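 active means inhibition above the campaign mean of all compounds plus 3 SD, cut at about 26% in these data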;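 further: competitive labeling of PME-1 active site by serine hydrolase directed probe; 0% = PME-1 with DMSO and 100% = wells lacking PME-1 enzyme; inhibitors block probe labeling so polarization falls and inhibition rises; many of its hits are not listed in these tables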
Target sequence (Q9Y570 whole entry, looked up): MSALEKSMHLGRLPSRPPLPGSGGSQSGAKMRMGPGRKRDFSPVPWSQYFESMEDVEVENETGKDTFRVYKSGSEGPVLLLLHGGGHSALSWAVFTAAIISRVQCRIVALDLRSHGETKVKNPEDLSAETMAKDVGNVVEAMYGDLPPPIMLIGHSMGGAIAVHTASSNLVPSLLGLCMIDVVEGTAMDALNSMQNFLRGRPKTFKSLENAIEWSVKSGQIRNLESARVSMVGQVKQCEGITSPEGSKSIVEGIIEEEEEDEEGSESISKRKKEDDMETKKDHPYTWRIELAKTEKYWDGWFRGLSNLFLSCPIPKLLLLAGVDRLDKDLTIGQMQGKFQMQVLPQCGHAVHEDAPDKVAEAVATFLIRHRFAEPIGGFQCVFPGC
LYPLA1 counter – LYPLA1 (human) inhibition in PME1 counter-screen | actives 0.16% (n = 320,000) | AID 2174 | O75608 | inhibition, % at 5.9 µM | recombinant LYPLA1, FP-Rh probe fluorescence polarization;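 active means inhibition above the mean of all tested compounds plus 3 SD, set per campaign, cut at about 14% in these data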;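 further: inhibitors block serine hydrolase probe labeling of LYPLA1 so polarization falls; 0% = enzyme with DMSO and 100% = wells lacking LYPLA1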
Target sequence (O75608 whole entry, looked up): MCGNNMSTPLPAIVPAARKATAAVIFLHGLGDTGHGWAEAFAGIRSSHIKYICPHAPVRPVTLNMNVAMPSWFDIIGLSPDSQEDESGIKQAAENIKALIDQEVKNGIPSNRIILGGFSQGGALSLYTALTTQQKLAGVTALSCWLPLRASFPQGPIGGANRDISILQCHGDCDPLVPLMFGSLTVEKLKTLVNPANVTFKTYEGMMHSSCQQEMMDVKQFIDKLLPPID
LYPLA2 counter – LYPLA2 (human) inhibition in PME1 counter-screen. recombinant LYPLA2, FP-Rh probe fluorescence polarization. inhibition, % at 5.9 µM. actives 0.38% (n = 320,000). AID 2177;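 active means inhibition above the screen-wide mean plus 3 SD, limit set per campaign, cut at about 26% in these data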;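 further: 0% = LYPLA2 with DMSO and 100% = wells lacking LYPLA2 enzyme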
PAD4 FP inh – PAD4 (human) enzyme inhibition; AID 485272; actives 0.41% (n = 330,000); Q9UM07; recombinant PAD4, RCA probe fluorescence polarization; inhibition, % at 6.36 µM;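 active means percent inhibition above a cutoff equal to the mean of all tested compounds plus 3 SD, cut at about 15% in these data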;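 further: 0% = PAD4 with RCA probe and DMSO and 100% = probe without PAD4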
pPAFAH inh – pPAFAH (human) enzyme inhibition. inhibition, % at 3.39 µM. AID 463082. recombinant pPAFAH, FP-rhodamine probe fluorescence polarization. actives 1.5% (n = 330,000). Q13093;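 active means inhibition above the mean inhibition across the screen plus 3 SD, cut at about 25% in these data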;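 further: inhibitors block binding of the rhodamine activity-based probe so polarization drops; 0% = enzyme with DMSO and 100% = wells lacking pPAFAH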
Target sequence (Q13093 whole entry, looked up): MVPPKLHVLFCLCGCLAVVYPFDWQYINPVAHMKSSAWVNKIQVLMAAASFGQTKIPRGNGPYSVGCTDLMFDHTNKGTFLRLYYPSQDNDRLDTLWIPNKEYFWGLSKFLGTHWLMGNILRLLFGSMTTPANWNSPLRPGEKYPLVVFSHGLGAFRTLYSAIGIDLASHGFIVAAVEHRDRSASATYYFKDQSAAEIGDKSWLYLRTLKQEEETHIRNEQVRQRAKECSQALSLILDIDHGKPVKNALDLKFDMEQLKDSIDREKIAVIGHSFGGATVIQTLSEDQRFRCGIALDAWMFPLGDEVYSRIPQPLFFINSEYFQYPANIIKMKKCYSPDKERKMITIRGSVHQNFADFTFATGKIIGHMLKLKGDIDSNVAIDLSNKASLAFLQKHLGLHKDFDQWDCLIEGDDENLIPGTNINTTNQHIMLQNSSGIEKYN
PAFAH1B3 FP inh – inhibitors of human PAFAH1B3 | Q15102 | actives 0.28% (n = 340,000) | recombinant PAFAH1B3, FP-rhodamine probe, fluorescence polarization | inhibition, % at 3.39 µM;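 active means inhibition above the screen-wide average of all tested compounds plus 3 SD, cut at about 25% in these data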;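 further: 0% = enzyme with DMSO only and 100% = wells lacking PAFAH1B3 protein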
PAFAH1B2 FP inh – inhibitors of human PAFAH1B2; inhibition, % at 3.39 µM; AID 492953; recombinant PAFAH1B2, FP-rhodamine activity probe, fluorescence polarization; P68402; actives 1.2% (n = 340,000);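 active means inhibition above the mean of all tested compounds plus 3 SD, cut at about 24% in these data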;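 further: 0% = enzyme with DMSO and 100% = wells lacking PAFAH1B2; many of its hits are not listed in these tables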
Active calls of the source: *; nt = no result given; & = joins results of further samples. The list is partial; the hit share may differ from the screen's.

SMILES	GSTO1 inh	PREPL inh	PME-1 primary	LYPLA1 counter	LYPLA2 counter	PAD4 FP inh	pPAFAH inh	PAFAH1B3 FP inh	PAFAH1B2 FP inh
O=C(c1ccco1)N(Cc1ccc(Cl)cc1)C1CCS(=O)(=O)C1 (stereo unspecified)	0	8	-2	0	-4	5	-2	-1	3
Cc1nnc(SCC(=O)NC(=O)NC(C)(C)C)n1N	-6	3	-9	-2	-13	1	-12	1	2
CCOc1ccc2oc(C(=O)NNC(=O)c3csc(N4CCOCC4)n3)c(C)c2c1	0	7	2	-2	-1	0	15	11	2
COc1cccc(CN(C)CC(O)COC(c2ccccc2)c2ccccc2C)c1 (stereo unspecified)	1	-29	-5	2	-3	-6	0	5	6
O=C(NCc1ccc2c(c1)OCO2)C1CCCN1C(=O)Nc1cccc(Cl)c1 (stereo unspecified)	6	11	4	1	6	2	5	-1	2
CC(=O)Oc1ccccc1C(=O)Oc1ccccc1C(=O)O	2	-5	-1	0	4	-2	-1	0	6
O=C(NS(=O)(=O)Oc1cccc(F)c1)OC[C@@H]1CCCN2CCCCC12 (stereo partly specified)	-6	10	-4	1	2	-14	-10	2	2
CC1CCN(S(=O)(=O)c2ccc3c(c2)c(=O)c(C(=O)NCc2ccccc2Cl)cn3C)CC1	0	0	-1	0	3	5	9	nt	nt
COC(=O)c1cc(O)c(OCc2ccccc2)c(O)c1	5	-11	-4	-2	-5	3	-1	0	10
O=C(Oc1ccc(-c2cnc3ccccc3n2)cc1)c1cccc([N+](=O)[O-])c1	2	4	-2	3	7	13	3	2	5
CC1Cc2ccccc2N1C(=O)Cn1cc([N+](=O)[O-])cn1 (stereo unspecified)	4	0	2	-4	2	2	0	2	1
COc1ccc2[nH]c(=O)c(CN(Cc3nnnn3Cc3ccc(F)cc3)CC3CCCO3)cc2c1 (stereo unspecified)	-8	24	-5	0	-4	-14	-6	6	4
CCC(=O)N1CCN(c2c(Cl)cccc2[N+](=O)[O-])CC1	-1	-7	3	-4	-6	-3	-1	3	-5
CC(=O)c1c(NCCc2ccccc2)nc(=S)n(-c2ccccc2)c1C	6	9	-14	0	5	-1	3	-2	6
CS(=O)(=O)c1ccc(Cl)c(NC(=O)C2CCN(S(=O)(=O)c3cccs3)CC2)c1	nt	-2	7	-1	1	1	4	-4	2
O=C(c1cccc(Cl)c1)N1CCN(c2ncnc3c2cnn3-c2ccccc2)CC1	-16	-29	-3	1	12	-4	4	-1	6
Cc1nnc2c(Oc3ccccc3)nc3ccccc3n12	4	5	-4	-5	8	3	2	-1	0
COc1ccc(C(C(=O)NC2CCCCC2)N2CCC3(CC2)OCCO3)cc1 (stereo unspecified)	6	-3	-1	3	1	3	3	-4	1
Nc1ccc(NC(=O)c2ccco2)c(Cl)c1	-3	-3	-6	-1	4	-9	1	1	-1
Cc1c2cn[nH]c(=O)c2c(C)n1Cc1ccc(F)cc1	3	4	1	2	8	7	5	-10	3
COc1cccc(N2CCN(C(=O)c3ccc(CS(=O)c4ccccc4Cl)o3)CC2)c1 (stereo unspecified)	8	26	3	-3	3	3	9	5	9
CCOC(=O)N1CCC(NC(=O)CSCc2nc(-c3cccc(OC)c3)oc2C)CC1	-2	-7	-5	-3	-2	5	2	3	4
O=C(CSCc1ccc(Cl)cc1)NCCSCc1ccco1	-1	-11	3	-2	-4	0	10	6	23
O=[N+]([O-])/C=C/c1cn(Cc2ccccc2)c2ccccc12	-1	-6	-10	-4	-9	-4	11	7	-1
O=C(c1cccc(-c2ccco2)c1)N1CCCC(N2CCN(c3ccc(F)cc3)CC2)C1 (stereo unspecified)	-1	-19	7	1	11	-7	3	2	0

(cont.)
SMILES	GSTO1 inh	PREPL inh	PME-1 primary	LYPLA1 counter	LYPLA2 counter	PAD4 FP inh	pPAFAH inh	PAFAH1B3 FP inh	PAFAH1B2 FP inh
Cc1ccc(NC(=O)CSc2nccn2C)cc1F	-1	-5	0	-2	-1	1	1	3	-3
Cc1ccccc1Nc1ncnc2c1cnn2-c1ccccc1	2	-5	4	-1	-2	-1	0	8	3
CCOc1ccc(N2C(=O)CNC2=S)cc1	-5	2	2	-1	1	-2	-1	7	0
N/C(Cc1ccc(Cl)cc1)=N\OC(=O)C1CCCCC1	5	3	0	-1	-1	-2	1	11	3
CC(C)(C)C(=O)N1CCc2cc(-c3csc(N)n3)ccc21	12	7	-1	-3	1	-3	3	5	6
Cc1nc2ccccc2c(=O)n1/N=C/c1ccc(C(C)C)cc1	-2	-12	-15	-3	22	-2	3	10	3
C=C(C)COc1ccc2c(CC)cc(=O)oc2c1C	2	-8	6	0	0	1	13	2	6
CC1(C)CC(NC(=O)Cc2ccccc2[N+](=O)[O-])CC(C)(C)N1	1	2	-7	2	3	4	5	-6	2
COc1ccc(CNC(=O)CC2C[C@H](C(=O)N3CCOCC3)[C@@]3(CCC4CCCC4)c4[nH]c5ccccc5c4CCN3C2=O)cc1OC (stereo partly specified)	nt	12	nt	nt	nt	0	4	-2	3
CC(=O)O[C@]1(C(C)=O)CC[C@H]2[C@@H]3C[C@H](C)C4=CC(=O)CC[C@]4(C)[C@H]3CC[C@@]21C	4&-3	9&-3	-8&1	1&1	3&2	1&5	2&3	4&4	-3&0
COc1ccccc1NC(=O)Nc1ccnn1C1CCN(C(=O)c2cscn2)CC1	14	4	-15	0	7	2	-2	4	1
C[C@@H]1CN([C@H](C)CO)C(=O)c2cccc(NC(=O)c3ccncc3)c2O[C@@H]1CN(C)Cc1ccc(C(=O)O)cc1	nt	19	nt	nt	nt	-1	0	-4	3
CCn1c(CCn2ccnc2C)n[nH]c1=S	1	0	-6	-1	-3	-5	-9	6	5
COc1cccc(CN2CCN(Cc3cccc4c3OCO4)CC2CCO)c1 (stereo unspecified)	3	-2	-4	-3	-3	-8	-1	8	5
Cc1ccc(-c2cc(C(=O)N/N=C/c3ccco3)n[nH]2)s1	-4	-4	-27	-3	-1	1	1	6	2
O=S(=O)(NCc1c(Cl)cccc1Oc1ccccc1)c1ccc(F)cc1	-2	-18	18	-6	-7	0	5	15	14
NS(=O)(=O)c1ccc(CCNC(=O)COC(=O)CCc2c[nH]c3ccccc23)cc1	nt	10	nt	nt	nt	-3	2	7	11
Cc1ccc(NNC(=O)Nc2ccc(Cl)cc2)nn1	23	-5	-6	-2	-3	0	-1	nt	nt
Cc1nc2nc(C)c(NS(=O)(=O)c3ccc4c(c3)CCCC4)c(=O)n2[nH]1	-6	-6	2	-1	2	-3	-8	11	11
Cc1cc(NS(=O)(=O)c2ccc(NC(=O)/C=C/c3ccccc3Cl)cc2)no1	-24	-8	-17	-14	-7	-4	2	11	-1
COc1ccc(C(=O)NCCc2c[nH]c3ccccc23)cc1	1	-11	-4	0	-2	-1	1	7	0
O=C(CNC(=O)Cc1ccc(Cl)cc1)NCc1ccco1	-1	-11	-6	-2	-1	3	-4	2	1
CC(C)c1ccc(C(=O)N2CCN(c3cnn(C)c(=O)c3Cl)CC2)cc1	7	-1	-4	0	5	-1	3	0	4
Cc1ccc2nc(NC(=O)c3ccc4ncsc4c3)sc2c1	1	5	-13	-11	-16	0	-7	-15	-8
COC(=O)c1c(NC(=O)/C=C/c2ccco2)sc2c1CCC2	3	3	1	2	-5	-4	4	2	-3

Whole records, quoted from the list. Screens in order: GSTO1 inh, PREPL inh, PME-1 primary, LYPLA1 counter, LYPLA2 counter, PAD4 FP inh, pPAFAH inh, PAFAH1B3 FP inh, PAFAH1B2 FP inh
Record of CCOc1ccc(N2C(=O)CNC2=S)cc1 = -5, 2, 2, -1, 1, -2, -1, 7, 0
Record of O=C(CNC(=O)Cc1ccc(Cl)cc1)NCc1ccco1 = -1, -11, -6, -2, -1, 3, -4, 2, 1

New compounds follow:
SMILES	GSTO1 inh	PREPL inh	PME-1 primary	LYPLA1 counter	LYPLA2 counter	PAD4 FP inh	pPAFAH inh	PAFAH1B3 FP inh	PAFAH1B2 FP inh
CCc1ccccc1NC(=O)NC1CCCCC1	9	9	-2	1	2	2	3	-1	6
Cc1sc2ncn(CCC(=O)O)c(=O)c2c1C	5	7	-3	3	7	0	12	-1	-2
CC(C)=CCN1CCN(Cc2cccc3nccnc23)CC1CCO (stereo unspecified)	6	2	4	1	2	0	8	0	2
CCOc1ccc(C2C(C#N)=C(N)Oc3nc[nH]c(=O)c32)cc1 (stereo unspecified)	12	-1	-2	3	6	-4	8	1	0
CCN(CC)C(=O)Cn1cc(C(=O)C(=O)N2CCN(c3ccccc3)CC2)c2ccccc21	-1	4	-3	-6	-7	2	0	2	4
COc1ccc2cc3c(N)nn(C(=O)c4ccc(Cl)c([N+](=O)[O-])c4)c3nc2c1	1	-6	-7	-1	6	0	-3	-26	-8
N#Cc1c(N2CCOCC2)nc(-c2ccco2)c2c1CCCC2	1	12	-4	0	10	1	10	-4	0
COC(=O)c1c(C)nsc1NC(=O)Oc1ccccc1	2	2	-3	-3	4	-6	12	5	0
Cc1cccc(Oc2nc3ccccn3c(=O)c2/C=C(\C#N)C(=O)NC2CCS(=O)(=O)C2)c1 (stereo unspecified)	4	-6	9	0	5	4	6	4	-9
COc1ccc(-n2c(=S)[nH]c3cc(C(=O)N4CCN(c5ccccc5)CC4)ccc3c2=O)c(OC)c1	2	7	2	-1	-39	-2	5	-2	6
CCc1ccc(/C=C/C(=O)C2C(=O)c3ccccc3C2=O)cc1	-23	10	-12	-3	4	-2	10	28*	9
COc1ccc(C(CC(=O)c2ccc(O)cc2)S(=O)(=O)c2ccc(C)cc2)cc1 (stereo unspecified)	40*	-1	0	3	3	-1	2	0	0
CC(C)C(NC(=O)c1ccc(Cl)cc1)C(=O)NC1=NCCS1 (stereo unspecified)	-1	2	4	0	-4	-1	3	-2	-2
O=C(CN1C(=O)CCC1=O)c1ccc(-c2ccccc2)cc1	1	7	-1	1	4	-2	7	1	2
CC(C)(CO)NCc1ccc(Br)cc1	-2	6	0	-1	-7	-2	-3	4	3
CC(OC(=O)CCOc1ccccc1)C(=O)Nc1ccc(Cl)cn1 (stereo unspecified)	0	8	-2	0	2	-1	-1	8	2
CCOc1ccc(/C=N/Nc2nc(=O)[nH]nc2C)cc1OC	1	-44	-7	-4	1	-2	4	1	2
c1ccc(N2CCOCC2)c(Nc2nc3ccccc3n3cnnc23)c1	-4	37	4	-1	1	4	0	-6	-3
CCCCOP(=O)(OCCCC)C1(NS(=O)(=O)c2ccccc2)C=CC(=O)c2ccccc21 (stereo unspecified)	50*	12	9	-9	-10	-21	13	-1	-2
CC(C)CNC(=O)NC(=O)COC(=O)c1cccc(NS(=O)(=O)c2ccc(F)c(F)c2)c1	4	10	3	-2	-2	4	16	7	7
Cn1nc(C(F)(F)F)c2cc(C(=O)Nc3ccc(F)cc3)sc21	-13	-2	-4	-3	-15	5	-1	8	-2
CC1CCCCN1C(=O)CSCC(=O)Nc1nc(-c2cccs2)cs1 (stereo unspecified)	2	40	6	0	5	-4	3	6	5
COC(=O)C1=C(C)N(C)C(=S)NC1c1ccc(Cl)cc1 (stereo unspecified)	2	-17	1	-2	-2	0	1	-1	6
CC(C)=C1C2C=CC1C1C(=O)N(c3ccc4c(c3)OCO4)C(=O)C21 (stereo unspecified)	3	2	3	2	3	-5	6	3	4
Cc1ccc(C(=O)Nc2cccnc2)cc1[N+](=O)[O-]	2	-1	0	3	-3	-2	2	1	2
Cc1ccc(Nc2cc(C)nc3ncnn23)c(C)c1	10	16	-6	-3	-4	-3	-4	7	2
O=C(NCc1ccco1)c1ccc(-c2ccccc2Cl)o1	-5	-8	0	-2	-3	-1	10	0	-3
CCCCn1c(=O)[nH]c(=O)c2c1nc(-c1ccc(-c3ccccc3Br)o1)n2CCOC	3	21	-1	-1	-10	-2	-1	4	-7
